Screening results: PubChem, National Center for Advancing Translational Sciences (NCATS)
WRN inhibitor – inhibitors of human WRN helicase; WRN helicase unwinding, fluorescent forked duplex, kinetic; Potency, µM (doses to about 114 µM), for the others: at the top dose activity change, negative = inhibition, usual class: inhibitors; 360,000 compounds, 0.46% hits; AID 651768; further: potency means the concentration at half of the fitted maximal effect; on the % scale 0 is the no-effect control and ±100 the full control effect; nearly all actives have a fitted effect of over 55% in size
Target sequence (Q14191 whole entry, looked up): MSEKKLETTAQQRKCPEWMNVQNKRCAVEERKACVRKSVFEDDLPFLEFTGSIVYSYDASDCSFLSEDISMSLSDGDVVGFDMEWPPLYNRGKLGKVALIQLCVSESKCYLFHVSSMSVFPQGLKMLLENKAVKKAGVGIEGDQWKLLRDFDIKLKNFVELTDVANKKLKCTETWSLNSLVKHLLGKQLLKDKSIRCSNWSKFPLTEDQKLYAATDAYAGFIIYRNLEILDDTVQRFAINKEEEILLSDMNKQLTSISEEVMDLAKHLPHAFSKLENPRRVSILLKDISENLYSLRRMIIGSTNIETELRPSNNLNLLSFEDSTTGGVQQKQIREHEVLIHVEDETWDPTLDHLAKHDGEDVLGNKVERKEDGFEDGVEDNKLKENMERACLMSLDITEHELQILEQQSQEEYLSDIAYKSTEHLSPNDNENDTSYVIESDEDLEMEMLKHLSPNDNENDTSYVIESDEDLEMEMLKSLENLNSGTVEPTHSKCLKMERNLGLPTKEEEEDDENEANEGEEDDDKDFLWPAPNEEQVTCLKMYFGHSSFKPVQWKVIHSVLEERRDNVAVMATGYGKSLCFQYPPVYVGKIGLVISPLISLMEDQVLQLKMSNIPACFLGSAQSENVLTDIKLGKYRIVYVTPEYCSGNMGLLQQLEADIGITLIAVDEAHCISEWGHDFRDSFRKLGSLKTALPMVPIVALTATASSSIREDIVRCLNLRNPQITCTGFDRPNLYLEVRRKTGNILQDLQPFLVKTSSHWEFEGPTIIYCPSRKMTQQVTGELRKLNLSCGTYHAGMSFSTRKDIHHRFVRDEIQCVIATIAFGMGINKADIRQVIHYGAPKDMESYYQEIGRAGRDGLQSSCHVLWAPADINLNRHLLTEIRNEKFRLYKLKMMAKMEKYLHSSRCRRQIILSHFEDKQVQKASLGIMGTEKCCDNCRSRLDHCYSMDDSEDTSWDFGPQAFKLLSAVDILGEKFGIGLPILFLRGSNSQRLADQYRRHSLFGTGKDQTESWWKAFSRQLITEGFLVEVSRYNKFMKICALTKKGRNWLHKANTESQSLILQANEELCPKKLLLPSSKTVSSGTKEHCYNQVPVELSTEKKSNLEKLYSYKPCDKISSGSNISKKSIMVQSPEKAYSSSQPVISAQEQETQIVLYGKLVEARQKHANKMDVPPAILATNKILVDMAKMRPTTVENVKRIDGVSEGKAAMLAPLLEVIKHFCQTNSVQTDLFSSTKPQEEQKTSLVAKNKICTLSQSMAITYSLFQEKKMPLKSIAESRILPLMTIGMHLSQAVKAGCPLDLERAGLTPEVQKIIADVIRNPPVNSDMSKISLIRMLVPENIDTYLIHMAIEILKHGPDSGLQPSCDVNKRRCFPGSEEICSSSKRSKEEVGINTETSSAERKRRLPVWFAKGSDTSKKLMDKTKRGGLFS
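Screening of the MLSMR collection measured strand separation of a quenched forked DNA duplex (100 nM) by 20 nM WRN with 2 mM ATP, all final. Compounds were preincubated with enzyme 15 min at room temperature.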
EPAC1 ag – EPAC1 (human) agonism. O95398. EPAC1 agonist qHTS, biochemical assay; response scale: 100% = response to 6.5 mM cAMP. Potency, µM (top dose mostly 154 µM), without a hit: top-dose activation, actives largely listed as activators. 360,000 compounds, 0.073% hits; further: potency means the concentration at half of the fitted maximal effect; nearly all actives have a fitted effect of over 60% in size
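Multi-concentration qHTS readout: loss of Rap1B-bound BODIPY-GDP fluorescence driven by 100 nM EPAC1 with excess GDP (50 uM), monitored kinetically at room temperature; agonist response expressed relative to 6.5 mM cAMP.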
Abeta yeast res – compounds reversing amyloid beta toxicity in yeast. yeast expressing A-beta42, growth rescue, OD600, 48 h; response scale: 0% DMSO, 100% iron-clioquinol control. 410,000 compounds, 0.063% hits. Potency, µM (highest dose often 46.1 µM), inactives show at the highest dose growth rescue, most hits filed as activators; further: potency means the concentration at half of the fitted maximal effect; nearly all actives have a fitted effect of over 55% in size
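Yeast growth medium received pinned compounds, then yeast cells expressing toxic A-beta were added; plates incubated at 30 C for 48 hr. Growth read as absorbance at 600 nm, normalized to DMSO and equimolar FeCl3 plus clioquinol controls.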
FUS suppressor – FUS proteinopathy suppression in yeast; S. cerevisiae FUS-expressing, growth rescue, OD600, 24 h; Potency, µM (highest dose often 76.6 µM), inactives show at the highest dose growth rescue (activation), hits mostly activators; 390,000 compounds, 0.24% hits; AID 1347120;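 further: potency means the concentration at half of the fitted maximal effect; plate controls were DMSO vehicle for no effect and reference control for full effect; nearly all actives have a fitted effect of over 55% in size; some results filed as inactive show a strong effect at the top dose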
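Yeast expressing FUS under galactose induction, OD 0.005 in 2% galactose medium; compounds in a dilution series, 24 h at 30C. Growth rescue by absorbance at 600 nm; CP55940 positive control, DMSO negative.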
EPAC1 antagonist – EPAC1 (human) antagonism | O95398 | EPAC1 GEF assay, Rap1b-BODIPY-GDP exchange fluorescence | Potency, µM (titrated, usually from 115 µM), without a hit: top-dose activity change, negative = inhibition, actives largely listed as inhibitors | 360,000 compounds, 0.14% hits;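 further: potency means the concentration at half of the fitted maximal effect; plate controls were vehicle for no effect and positive control for full effect; nearly all actives have a fitted effect of over 50% in size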
PLK1 PBD inh – blocks phosphopeptide binding to human PLK1 polo-box domain | Plk1 PBD binding of FITC phosphopeptide, fluorescence polarization | Potency, µM, for inactives: max response, negative = inhibition, usual class: inhibitors | 360,000 compounds, 2.8% hits | AID 720504; further: potency means the concentration at half of the fitted maximal effect; series mostly up to about 57 µM; on the % scale 0 is the no-effect control and ±100 the full control effect; nearly all actives have a fitted effect of over 65% in size
aSyn yeast inh – rescues yeast growth from alpha-synuclein toxicity. Yeast expressing alpha-synuclein, growth rescue, BacTiter-Glo, 24 h. Potency, µM (top dose mostly 46.1 µM), inactives show at the top dose growth rescue (activation), hits mostly activators. 370,000 compounds, 0.14% hits. AID 652106; further: potency means the concentration at half of the fitted maximal effect; % of control where 0% means no effect; nearly all actives have a fitted effect of over 65% in size
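Rescue of yeast growth: cells expressing toxic alpha-synuclein, induced in galactose at OD600 0.02, incubated with compound 24 h at 30 C. ATP luminescence quantified growth; inhibitors of toxicity appear as activators.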
PI5P4Ka inh – blocks human PI5P4K alpha kinase activity; P48426; 330,000 compounds, 1.2% hits; max response, %; PI5P4Kalpha enzyme, ADP-Glo luminescence, 60 min; stronger effect = lower value; active means max response of -50% or lower; inconclusive means between -30% and -50%; inactive means -30% or higher; further: value at the top dose of about 77 µM; on the % scale 0 is the no-effect control and ±100 the full control effect
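ADP-Glo luminescence end-point after a 60 min room-temperature kinase reaction. PI5P4Kalpha and substrate in HEPES pH 7.4 buffer with EGTA, 0.1% CHAPS and 5% DMSO; ATP at 5 microM final.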
IL2 activator – activates IL-2 in a cell-based reporter assay; 360,000 compounds, 0.065% hits; AID 652025; IL-2 activation reporter assay, cell-based qHTS; stimulated with anti-CD3/CD4/CD28 beads; in transgenic mouse T cells; activation, % (series mostly up to about 46 µM); in the data active means activation above about 50%; inconclusive means mostly about 30% to 49%; further: 0% is about no effect
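Using fluorescent plate cytometry, EGFP and DsRed are detected in transgenic mouse T cells stimulated 18 h at 37 degrees C with antibody-coated beads after 60 min compound pretreatment.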
* marks the source's active call; other numbers are inactive results; ? = inconclusive; / = no result given; [ ] = remark or other dose. Unless noted, the call rests on the fitted dose curve; in most records, active means well fitted curve in the direction sought with a large enough effect; inconclusive means small, poorly fitted or top-dose-only effect, or another doubt; inactive means no such curve, though single readings can be large; an effect the other way counts as inactive or inconclusive.

#1 O=C(N/N=C/c1ccco1)c1ccc(Br)o1
#2 CCOC(=O)N1CCN(C(=O)C2CCN(Cc3nc(-c4ccccc4C)oc3C)CC2)CC1
#3 COc1ccc(-c2cc(C(F)F)n3ncc(C(=O)N4CCSCC4)c3n2)cc1
#4 CC(=O)c1sc(NC(=O)C2=NN(c3ccccc3)C(=O)CC2)nc1C
#5 CCCCn1c(SCc2nc(N)nc(N3CCCCC3)n2)nc2c1c(=O)n(C)c(=O)n2C
#6 Cc1ccc(S(=O)(=O)c2cc3c(=O)n4ccccc4nc3n(C3CCCCC3)c2=N)cc1
#7 COc1ccc(CCN(C)C2CCCN(C(=O)c3ccnn3C)C2)cc1OC (stereo not drawn)
#8 C=CCNc1nc(-c2ccc3c(c2)OCCO3)cs1
#9 N#C/C(=C\c1ccccc1O)C(=O)Nc1cccnc1
#10 O=C1C=C(c2ccc(C(=O)O)c(Cl)c2)C[C@@H](c2ccc3c(c2)OCO3)C1
Screen / compound no.,1,2,3,4,5,6,7,8,9,10
WRN inhibitor,-5%[57.1 µM],1%,-6%,-24%,11%,-27%,-18%,-7%,4%[11.6 µM],-3%[11.6 µM]
PI5P4Ka inh,/,4,2,-2,-9,-2,-7,-1,-19,?
Abeta yeast res,2%,10%,-16%,-15%,-12%,9%,2%,15%,-5%,9%
aSyn yeast inh,0%,4%,9%,0%,-8%,-1%,2%,0%,-2%,5%
PLK1 PBD inh,-6%,-1%,-4%,-4%,-7%,-17%,-7%,-18%,-7%,-17%
EPAC1 antagonist,3%,-9%,1%,-11%,-4%,-17%,-7%,8%,-21%,-1%
IL2 activator,-1.5,0.4,0.3,4.9,-0.3,2.0,-2.1,-4.4,-0.5,0.3
EPAC1 ag,2%,-5%,1%,-7%,-3%,-25%,9%,12%,12%,-5%
FUS suppressor,-10%,-10%,14%,14%,/,-2%,/,20%,-5%,1%

Eight compounds already listed, sorted by length of the SMILES, falling.
#6 Cc1ccc(S(=O)(=O)c2cc3c(=O)n4ccccc4nc3n(C3CCCCC3)c2=N)cc1
#10 O=C1C=C(c2ccc(C(=O)O)c(Cl)c2)C[C@@H](c2ccc3c(c2)OCO3)C1
#5 CCCCn1c(SCc2nc(N)nc(N3CCCCC3)n2)nc2c1c(=O)n(C)c(=O)n2C
#3 COc1ccc(-c2cc(C(F)F)n3ncc(C(=O)N4CCSCC4)c3n2)cc1
#4 CC(=O)c1sc(NC(=O)C2=NN(c3ccccc3)C(=O)CC2)nc1C
#9 N#C/C(=C\c1ccccc1O)C(=O)Nc1cccnc1
#8 C=CCNc1nc(-c2ccc3c(c2)OCCO3)cs1
#1 O=C(N/N=C/c1ccco1)c1ccc(Br)o1
Screen / compound no.,6,10,5,3,4,9,8,1
WRN inhibitor,-27%,-3%[11.6 µM],11%,-6%,-24%,4%[11.6 µM],-7%,-5%[57.1 µM]
PI5P4Ka inh,-2,?,-9,2,-2,-19,-1,/
Abeta yeast res,9%,9%,-12%,-16%,-15%,-5%,15%,2%
aSyn yeast inh,-1%,5%,-8%,9%,0%,-2%,0%,0%
PLK1 PBD inh,-17%,-17%,-7%,-4%,-4%,-7%,-18%,-6%
EPAC1 antagonist,-17%,-1%,-4%,1%,-11%,-21%,8%,3%
IL2 activator,2.0,0.3,-0.3,0.3,4.9,-0.5,-4.4,-1.5
EPAC1 ag,-25%,-5%,-3%,1%,-7%,12%,12%,2%
FUS suppressor,-2%,1%,/,14%,14%,-5%,20%,-10%

(listing goes on)
#11 CCN(CC)CCCNC(=S)N(Cc1cccs1)Cc1cc2cc3c(cc2[nH]c1=O)OCCO3
#12 CCN1CCN(C(CNS(=O)(=O)c2cccs2)c2cccnc2)CC1 (stereo not drawn)
#13 COC(=O)Nc1nc(C)c(C(=O)N(C)C)s1
#14 COc1ccccc1CNC(=O)CN(C)S(=O)(=O)c1cccc2cccnc12
#15 Cc1c(Cl)c([N+](=O)[O-])nn1CC(=O)N1CCc2ccccc2C1
#16 Cc1ccc(SCCC(=O)N(C)C)cc1
#17 N#CNC(=Nc1cccc(F)c1)SCc1ccccc1
#18 O=C(CCC1CCCCC1)NNC(=O)c1cnccn1
#19 OCC1=C[C@@H](O)C2C=CO[C@@H](O[C@@H]3O[C@H](CO)[C@@H](O)[C@H](O)[C@H]3O)C12 (stereo partly drawn)
#20 CCCCC(C(=O)NC(C)(C)C)N(Cc1ccccc1Cl)C(=O)c1snc(C(N)=O)c1N (stereo not drawn)
Screen / compound no.,11,12,13,14,15,16,17,18,19,20
WRN inhibitor,5%,-4%,-4%,-3%,-30%[57.1 µM],-2%,-6%,2%,-2%,-9%
PI5P4Ka inh,4,1,7,6,-8,/,2,2,2,9
Abeta yeast res,8%,/,1%,-9%,9%,9%,-4%,?,5%,-13%
aSyn yeast inh,0%,4%,1%,-8%,0%,-8%,1%,?,4%,-23%
PLK1 PBD inh,-13%,-7%,1%,-2%,-5%,2%,-3%,-5%,2%,-8%
EPAC1 antagonist,0%,-10%,-4%,-17%,-1%,5%,-8%,9%,3%,-27%
IL2 activator,3.1,0.3,0.1,0.1,-1.5,-1.8,-0.7,-0.1,0.9,-6.7
EPAC1 ag,8%,8%,-3%,-1%,1%,3%,6%,4%,-5%,-2%
FUS suppressor,21%,0%,2%,8%,-43%,1%,-24%,/,-22%,23%

#21 COc1ccc(OC)c(NC(=O)c2ccc3c(c2)OCO3)c1
#22 S=C(Nc1ccc(Cl)cc1)c1sc(N2CCCCC2)nc1N1CCOCC1
#23 Cc1ccc(NC(=O)COC(=O)CN2CCCCCC2=O)cc1C
#24 COc1ccc(C)cc1C(=O)CCC(=O)N1CCN(c2ccccc2F)CC1
#25 COc1cccc2cc(C(C)N(CCCN3CCOCC3)C(=S)Nc3cc(C)ccc3C)oc12 (stereo not drawn)
#26 CC1(C)CC(=O)C=C(Nc2ccc(F)cc2F)C1
#27 COC(=O)CSc1nnc([C@H](Cc2ccccc2)NC(=O)OC(C)(C)C)o1
#28 CCn1cc(S(=O)(=O)CC(=O)Nc2ccc3c(c2)OCCO3)c2ccccc21
#29 CCC/C=C1/CCCOC(C(=O)NCc2cc(C)n(C)n2)(C(F)(F)F)C1 (stereo not drawn)
#30 COc1ccc(OC(C)C(=O)Nc2ccc(F)cc2F)cc1 (stereo not drawn)
Screen / compound no.,21,22,23,24,25,26,27,28,29,30
WRN inhibitor,10%,-1%,-9%,0%,8%,-10%[57.1 µM],2%,-16%,14%,0%[57.1 µM]
PI5P4Ka inh,1,1,3,-3,3,1,-1,-23,-4,8
Abeta yeast res,-14%,4%,-9%,-1%,-12%,-8%,19%,0%,8%,-16%
aSyn yeast inh,-2%,-12%,1%,12%,-2%,1%,-10%,-2%,2%,-2%
PLK1 PBD inh,5%,-10%,-9%,-1%,-8%,-3%,0%,-11%,-9%,21µM*
EPAC1 antagonist,-3%,-9%,-10%,7%,-10%,-3%,10%,-2%,-5%,?
IL2 activator,0.3,-1.1,-0.1,1.5,0.0,0.4,-0.2,-3.2,0.7,2.0
EPAC1 ag,-3%,-1%,5%,7%,12%,-7%,-8%,8%,5%,-15%
FUS suppressor,-19%,/,-5%,20%,23%,41%,-2%,25%,-1%,11%

#31 CSCCC(=O)NC1CC(C)(C)Cc2c1cnn2-c1ccccc1C (stereo not drawn)
#32 NNc1nc2ccc(Cl)cc2s1
#33 O=C(CSc1ccc(-c2cccc([N+](=O)[O-])c2)nn1)NCc1ccccc1
#34 O=C(Nc1cccnc1)c1cc(F)cc(F)c1
#35 O=C(NCC1CC1)c1csc([C@@H]2O[C@H](CO)[C@H](O)[C@H](O)[C@H]2O)n1
#36 O=C1CN(C(=O)CC2C(=O)NCCN2Cc2ccccc2C(F)(F)F)CCN1 (stereo not drawn)
#37 CCCC(=O)C1=C(O)C(C(=O)OC)C(C)(C)CC1=Nc1cccc([N+](=O)[O-])c1 (stereo not drawn)
#38 COC(=O)c1ccc(COc2ccc(/C=C/C(=O)c3ccc(OC)c(CSCC(=O)O)c3)cc2OC)cc1
#39 Cc1cc(C)n2c(-c3ccccc3Cl)nnc2n1
#40 CN(Cc1ccccc1)C(=O)c1[nH]cnc1C(=O)Nc1cccc(Cl)c1
#41 CCCS(=O)(=O)N1CCC(C(=O)c2cccc(C(F)(F)F)c2)CC1
#42 CC(C)N1CCc2c(sc(NC(=O)CN3C(=O)c4ccccc4C3=O)c2C(N)=O)C1
#43 COc1ccc(-c2csc(C(O)c3ccc(F)cc3)n2)cc1OC (stereo not drawn)
Screen / compound no.,31,32,33,34,35,36,37,38,39,40,41,42,43
WRN inhibitor,-5%,-11%,-35%,-18%[57.1 µM],5%[57.1 µM],-29%,-9%,45µM*,7%,12%,3%,1%,-10%
PI5P4Ka inh,-1,-10,-4,-2,0,2,-3,?,?,31,/,0,-2
Abeta yeast res,20%,?,6%,31%,0%,-9%,5%,7%,9%,-4%,-6%,6%,-8%
aSyn yeast inh,8%,-3%,-5%,1%,0%,-8%,-3%,-8%,-3%,-6%,4%,-2%,13%
PLK1 PBD inh,1%,1%,-12%,-5%,-1%,-4%,-7%,?,0%,-1%,-11%,-6%,-9%
EPAC1 antagonist,-4%,-13%,-20%,1%,-2%,-5%,?,?,2%,-2%,7%,3%,-12%
IL2 activator,0.0,0.9,-3.2,-0.3,0.0,-1.1,0.5,-1.4,-2.0,0.2,0.9,-0.1,-0.6
EPAC1 ag,-6%,2%,-7%,1%,4%,10%,2%,2%,-4%,-13%,-1%,-7%,-1%
FUS suppressor,-23%,20%,1%,-31%,-22%,/,9%,32%,/,-7%,27%,-19%,25%

Compounds as they come. Share with any hit: about 4.1%.
